Vif imaging: HIV Vif self-association inhibitors, primary screen, imaging, HEK293T, single point. 340,000 compounds, 0.35% hits. HEK293T cells, Vif self-association by quenched fluorescence, 24 h. inhibition, % at 7.49 µM; in the data active means inhibition above about 50%, passing the limit was not always enough; further: some results filed as inactive read as strong as hits
PDI inh: inhibitors of human PDI, primary screen, biochemical, turbidity, single point, plate reader; Protein disulfide-isomerase (Homo sapiens), P07237; AID 588391, 2011; inhibition, % at 10 µM; PDI insulin aggregation turbidity, A650, 90 min; 350,000 compounds, 0.052% hits;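 active means mean inhibition across replicates of 30% or more, whatever share of single replicates reach that level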;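 further: absorbance from insulin aggregation driven by PDI reduction with DTT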
Exocytosis inh: LAMP-1 surface exposure blockers, TALL-104 cells – cell-based, flow cytometry, MLPCN library, primary screen; TALL-104 LAMP-1 surface exposure; cells stimulated with thapsigargin and PMA; AID 651702, 2012; inhibition, % at 10 µM; 360,000 compounds, 0.66% hits;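 active means inhibition above about 55%, limit read from the data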
HTR2A ag: mouse Htr2a agonists via beta-arrestin recruitment, primary screen, cell-based, luminescence; 360,000 compounds, 0.66% hits; activation, % at 7.6 µM; CHO-K1 mHTR2A beta-arrestin complementation; percent of 30 µM serotonin response;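 active means activation above a run cutoff, the mean activation of all tested compounds plus 3 SD, cut at about 14% in these data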;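 further: 0% = plate median of compound wells and 100% = 30 µM serotonin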
N-glyco inh: increase of ERlucT glycosylation luciferase signal, primary screen, N-linked glycosylation inhibitor project, D54 ERlucT cells, luminescence, set 2; D54 ERlucT glycosylation luciferase reporter, 24 h; percent of 100 nM tunicamycin response; reporter increase, % at 12.5 µM; 360,000 compounds, 0.23% hits;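 active means mean luciferase reporter signal, scaled so untreated is 0 and the glycosylation-blocking control 100, at or above a set limit in every replicate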;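 further: luciferase carries N-glycosylation sites so blocking glycosylation raises the light; 0% = median of neutral control wells and 100% = median of 100 nM tunicamycin wells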
H9c2 protect: cardioprotection against H2O2-induced cell death, primary screen, uHTS, H9c2 cells, ATPLite luminescence. H9c2 cardiomyocytes, H2O2 injury protection, 2 h. protection from H2O2 cell death, % at 20 µM. 360,000 compounds, 0.63% hits. AID 588492, 2011;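 active means compounds giving at least 50% protection of heart cells from peroxide-induced death in the single-dose screen, raw or plate-pattern-corrected value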;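 further: 0% = DMSO wells with peroxide and 100% = DMSO wells without peroxide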
CaV13 FRET inh: Primary screen for inhibitors of IQ motif and Ca2+-dependent inactivation inhibitor domain binding in CACNA1D, Förster resonance energy transfer in living cells, …; inhibition, % at 12.3 µM; 340,000 compounds, 0.098% hits; AID 743397; HEK cells, CFP/YFP FRET ICDI-IQ, plate reader, 10 min; percent FRET-ratio fall versus neutral wells;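 active means mean replicate inhibition of at least 30% and at least 1% of replicates passing that level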;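 further: 0% = median of the neutral control wells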
aDG glyco act: activators of alpha-DG glycosylation, primary screen, uHTS, Pro5-aDG cells, AlphaScreen; alpha-DG glycosylation AlphaScreen (IIH6); 0% Pro5, 100% B10-LARGE cell signal; activation, % at 10 µM; 360,000 compounds, 0.22% hits; AID 624168, 2012;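 active means activation of at least 8% versus controls, or a plate z-score of at least 8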;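 further: Pro5 are CHO cells carrying HIG-tagged alpha-DG that lacks glycosylation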
ABCB6 inh 2: ABCB6 transporter inhibitors, primary screen, K562-ABCB6 cells, flow cytometry, MLPCN library | ATP-binding cassette sub-family B member 6 (Homo sapiens), Q9NP58 | K562-ABCB6 porphyrin accumulation, 1 h; active compounds read low | fluorescence ratio to DMSO, % at 10 µM | 360,000 compounds, 0.19% hits | AID 602162, 2011;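 active means fluorescence ratio to DMSO below 75%, the collection mean minus 3 SD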;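 further: signal is porphyrin accumulated inside mitochondria; 100% equals median channel fluorescence of DMSO control wells; lower ratio means ABCB6 inhibition with less porphyrin fluorescence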
Target sequence (Q9NP58 whole entry, looked up): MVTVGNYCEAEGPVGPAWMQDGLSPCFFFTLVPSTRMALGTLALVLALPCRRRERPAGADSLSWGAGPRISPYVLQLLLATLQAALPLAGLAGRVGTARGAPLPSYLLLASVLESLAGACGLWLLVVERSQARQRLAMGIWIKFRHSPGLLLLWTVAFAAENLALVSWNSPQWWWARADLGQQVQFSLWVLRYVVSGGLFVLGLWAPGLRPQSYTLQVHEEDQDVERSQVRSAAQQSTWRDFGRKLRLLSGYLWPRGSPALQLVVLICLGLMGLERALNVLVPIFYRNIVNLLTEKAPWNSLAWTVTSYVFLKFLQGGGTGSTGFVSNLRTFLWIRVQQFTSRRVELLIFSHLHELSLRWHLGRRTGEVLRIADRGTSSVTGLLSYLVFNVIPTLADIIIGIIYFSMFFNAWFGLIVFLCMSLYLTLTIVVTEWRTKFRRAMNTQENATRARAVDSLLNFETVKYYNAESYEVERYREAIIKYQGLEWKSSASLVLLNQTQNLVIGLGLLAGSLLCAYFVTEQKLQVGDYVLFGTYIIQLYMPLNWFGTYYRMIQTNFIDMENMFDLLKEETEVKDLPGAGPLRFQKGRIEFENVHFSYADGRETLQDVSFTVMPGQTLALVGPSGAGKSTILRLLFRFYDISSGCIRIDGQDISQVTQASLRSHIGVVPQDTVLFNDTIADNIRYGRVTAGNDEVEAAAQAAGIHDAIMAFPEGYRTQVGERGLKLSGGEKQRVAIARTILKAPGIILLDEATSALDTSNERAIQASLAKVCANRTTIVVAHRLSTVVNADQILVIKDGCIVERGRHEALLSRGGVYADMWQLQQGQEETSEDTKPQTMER
hiPSC survival: enhancers of single-cell hiPSC survival, primary screen, ATPlite luminescence; survival enhancement, % at 20 µM; 360,000 compounds, 0.044% hits; 100% = ROCK inhibitor wells, 0% = DMSO; in the data active means survival enhancement above about 18%;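 further: cells exposed to compounds for 16 hours before the ATP read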
An asterisk follows results filed as active; nt = no result given.

smiles | N-glyco inh | Vif imaging | Exocytosis inh | CaV13 FRET inh | PDI inh | hiPSC survival | HTR2A ag | aDG glyco act | ABCB6 inh 2 | H9c2 protect
Cc1cc(Cl)c(OCCOCCN2CCCC(C)C2)c(Br)c1 (stereo not given) | -1 | -4 | 7 | -4 | -1 | -0.1 | -7 | 0.5 | 98 | -9
CCOc1ccc(S(=O)(=O)NCC2CCCO2)cc1NC(=O)c1ccccc1F (stereo not given) | 3 | -5 | -9 | -7 | -1 | 0.5 | 1 | 0.0 | 102 | -4
COc1ccccc1N(CCC#N)C(=O)CSc1nc(-c2ccccc2)cn1N | 1 | 19 | 0 | -5 | -1 | 0.1 | 5 | -0.3 | 87 | 1
CC(C)C(=O)N1CCN(c2ccccc2NC(=O)Cc2ccc(Cl)cc2)CC1 | 0 | -6 | 1 | -4 | 1 | 4.2 | 0 | 0.0 | 93 | 9
CC1(C)NC(=O)C(CCc2ccccc2)NC1=O (stereo not given) | 1 | 5 | 5 | -3 | nt | -0.8 | 1 | 0.0 | 100 | 2
COC(=O)CSc1nc(-c2ccccc2)nc2ccccc12 | 1 | -6 | 1 | -6 | 0 | -1.4 | 0 | -0.1 | 102 | -3
Cc1ccc2c(c1)/C(=C/c1ccc(F)cc1)C(=O)N2 | 11 | -6 | 42 | -3 | -7 | -0.1 | -4 | 0.0 | 94 | -4
O=C1OCC2=C1C(c1ccc3c(c1)OCO3)Sc1ccccc1N2 (stereo not given) | -3 | -7 | -1 | -5 | -7 | -2.7 | -3 | 0.2 | 92 | -16
COc1cc(NC(=O)CNc2cccc(S(=O)(=O)N3CCOCC3)c2)cc(OC)c1 | 0 | 2 | 1 | -5 | 9 | 0.1 | -3 | -0.3 | 96 | -3
O=C(c1ccc(CNS(=O)(=O)c2ccc(F)cc2)cc1)N1CCCCCC1 | -5 | 1 | -1 | -9 | -1 | 4.4 | 0 | -0.1 | 99 | -6
Cc1cc(N2CCN(c3ccccc3)CC2)nc(-n2nc(C)cc2C)n1 | 3 | -4 | -5 | -8 | -8 | -0.8 | -2 | 1.3 | 100 | -7
O/N=C/c1cc(Br)ccc1OCc1cccc(F)c1 | 0 | 8 | 4 | -3 | 1 | -0.9 | -5 | 0.2 | 96 | 1
NC(=O)CC(NC(=O)Cc1ccc(Br)cc1)c1ccc(NCCc2ccc(Cl)cc2)c([N+](=O)[O-])c1 (stereo not given) | 3 | -3 | -4 | -7 | -4 | 3.4 | 3 | -0.5 | 93 | 10
COc1ccccc1NS(=O)(=O)c1ccc2oc(SCc3ccc(C#N)cc3)nc2c1 | -7 | 3 | 1 | -3 | -8 | -0.1 | 1 | 3.0 | 94 | -10
Cc1oc(-c2ccccc2Cl)nc1CS(=O)CC(=O)NCCCN1CC(C)CC(C)C1 (stereo not given) | 2 | -1 | -1 | -5 | -4 | 0.1 | 0 | -0.1 | 106 | 0
CC(Sc1nnc2c(n1)C1CCC2(C)C1(C)C)C(=O)Nc1ccccc1 (stereo not given) | 0 | -1 | -2 | -5 | -5 | -0.3 | -4 | -0.1 | 101 | -4
COC(=O)c1ccc(S(=O)(=O)N2CCN(C)CC2)n1C | 1 | 2 | -1 | 0 | 14 | -0.5 | 2 | -0.1 | 97 | 2
O=c1[nH]c2c(c3c1CCCC3)CCCC2 | 3 | -2 | 2 | -7 | 2 | 3.8 | 6 | 0.1 | 100 | 74*
COc1ccc(C(C(=O)NC2CCCC2)N2CCc3ccccc32)cc1 (stereo not given) | 0 | 3 | 0 | -7 | -7 | 0.5 | -2 | 0.1 | 114 | -2
CCOC(=O)CC(=O)NC(C)(C)CCCCC(C)(C)NC(=O)CC(=O)OCC | 2 | -2 | 2 | -2 | -4 | -0.1 | 1 | 0.1 | 96 | -4
COc1ccc(CCNC(=O)/C=C/c2ccc(C)cc2)cc1OC | 1 | -2 | 4 | -4 | -5 | 5.1 | 0 | 0.1 | 99 | -1
CC1=Nc2ccc(C)cc2/C1=C/c1c(N)n2nc(CC(=O)N3CCOCC3)sc2nc1=O | 3 | -5 | -1 | -23 | 2 | -0.6 | 4 | -0.3 | 104 | 10
CC1CCC(NC(=O)c2ccc(NC3=NC4CS(=O)(=O)CC4S3)cc2)CC1 (stereo not given) | 0 | -1 | -1 | -7 | -2 | -0.4 | 6 | -0.2 | 102 | -2
COc1ccc(-c2c3c(=O)n(C)c(=O)n(C)c3cn2C2CCCCC2)cc1 | 3 | 23 | -2 | -2 | -7 | -0.4 | 2 | 1.2 | 105 | 18
O=C(Nc1ccccc1-c1ccccc1)c1ccc(NC(=O)c2ccco2)cc1 | 0 | 2 | -5 | nt | 5 | -2.4 | 1 | -0.1 | 92 | 8
CSCCC1C(C#N)=C(N)Oc2n[nH]c(-c3cccs3)c21 (stereo not given) | -1 | nt | -1 | -5 | -4 | 0.2 | -2 | -0.1 | 96 | 6
O=C(NCc1ccccc1)C(c1cc2ccccc2o1)n1c(=O)c(-c2cc3ccccc3[nH]2)nc2ccccc21 (stereo not given) | nt | nt | 11 | -17 | nt | nt | 6 | 1.4 | nt | nt
CCOc1ccccc1N(C(=O)CNC(=O)c1ccco1)C(C(=O)NC1CCCC1)c1ccncc1 (stereo not given) | 2 | 16 | -2 | -4 | -14 | -0.3 | 0 | 0.0 | 103 | -1
CCS(=O)(=O)N(CC(=O)Nc1cccc2ccccc12)c1ccc(OC)cc1 | -2 | -2 | 16 | -6 | -2 | -1.6 | -2 | 0.0 | 106 | -7
Cc1cc2c(cc1S(=O)(=O)N1CCc3ccccc31)NC(=O)CO2 | -1 | -4 | 2 | -4 | -3 | -2.7 | 0 | 0.9 | 101 | -2
Cc1nc2c(OCc3ccc(Cl)cc3Cl)cccn2c1N(C)Cc1cccs1 | -3 | -12 | 22 | -8 | 7 | -2.0 | -15 | 1.3 | 91 | -10
O=C(NCCCCNC(=O)c1c(F)c(F)c(F)c(F)c1F)c1c(F)c(F)c(F)c(F)c1F | -1 | -3 | -1 | -5 | -2 | -3.2 | 2 | 0.5 | 101 | -6
O=C(CNC(=O)c1ccccc1Cl)NCCc1cccs1 | 0 | 2 | 14 | -5 | 9 | -0.7 | -5 | 0.2 | 104 | 9
CCOc1ccc(CNC23CN4CN(CN(C4)C2)C3)cc1 | 0 | 10 | 0 | -9 | 0 | 0.5 | 5 | -0.2 | 103 | 0
COCCn1c(NC(=S)NC(=O)C23CC4CC(CC(C4)C2)C3)cc(=O)[nH]c1=O | 2 | -1 | -2 | -4 | 6 | 4.1 | -3 | -0.2 | 96 | -10
COc1ccc(CC(=O)Nc2cc(C)ccc2O)cc1OC | 1 | 3 | -7 | -6 | -3 | -0.5 | -3 | 0.3 | 93 | -1
COc1cc(CN2CCCC(C(=O)c3ccccc3SC)C2)cc(OC)c1 (stereo not given) | -1 | -2 | 0 | -6 | -2 | -3.2 | 11 | -0.5 | 90 | -1
COc1ccc(CC(N)c2csc(NC(=O)Nc3cc(OC)ccc3OC)n2)cc1 (stereo not given) | -4 | -4 | 9 | -6 | 13 | -2.3 | 1 | 2.2 | 97 | 9
CCN(CC)S(=O)(=O)c1cc([N+](=O)[O-])ccc1NNC(=O)Nc1ccccc1OC | -5 | 0 | 0 | -5 | 4 | -0.1 | -5 | 0.3 | 102 | 16
Cc1ccc(CNc2ncnc3cc(Cl)ccc23)o1 | -3 | -24 | -3 | 0 | 8 | 2.9 | 3 | 6.3 | 101 | -32
COc1ccc(N=C/C=C2/C=C(c3ccccc3)OC(C)(C)O2)cc1 | -1 | -3 | -3 | -17 | 1 | -2.4 | 5 | 0.6 | 116 | -2
COC1Cc2ccccc2N(C(N)=O)c2ccccc21 (stereo not given) | 0 | -6 | -10 | -20 | -1 | 0.2 | 9 | 0.0 | 94 | 0
CC(=O)N/N=C/c1ccc(OCCOc2ccc(Br)cc2)cc1 | -2 | -9 | -5 | -4 | -13 | 7.2 | 3 | 0.0 | 99 | 6
Cc1cc(Cl)ccc1OC(C)C(=O)NCCCn1ccnc1 (stereo not given) | 1 | 6 | -6 | -5 | 2 | 2.3 | 0 | 0.6 | 90 | -2
CCOc1cc(CNCCCN2CCOCC2)cc(Br)c1OCC(=O)Nc1cccc(C(F)(F)F)c1 | -6 | -6 | 42 | nt | 3 | -2.6 | -8 | 0.7 | 99 | -16

An excerpt of these results, with values under each structure:
Values run as follows: N-glyco inh | Vif imaging | Exocytosis inh | CaV13 FRET inh | PDI inh | hiPSC survival | HTR2A ag | aDG glyco act | ABCB6 inh 2 | H9c2 protect
COc1cc(CN2CCCC(C(=O)c3ccccc3SC)C2)cc(OC)c1 (stereo not given)
→ -1 | -2 | 0 | -6 | -2 | -3.2 | 11 | -0.5 | 90 | -1
COc1ccc(CC(N)c2csc(NC(=O)Nc3cc(OC)ccc3OC)n2)cc1 (stereo not given)
→ -4 | -4 | 9 | -6 | 13 | -2.3 | 1 | 2.2 | 97 | 9
CCN(CC)S(=O)(=O)c1cc([N+](=O)[O-])ccc1NNC(=O)Nc1ccccc1OC
→ -5 | 0 | 0 | -5 | 4 | -0.1 | -5 | 0.3 | 102 | 16

(next part)
smiles | N-glyco inh | Vif imaging | Exocytosis inh | CaV13 FRET inh | PDI inh | hiPSC survival | HTR2A ag | aDG glyco act | ABCB6 inh 2 | H9c2 protect
Cc1ccccc1CS(=O)(=O)c1nnc([C@H](Cc2ccccc2)NC(=O)OC(C)(C)C)o1 | -19 | nt | 39 | -6 | 21 | -1.9 | -3 | -0.2 | 94 | -19
O=C(c1cccc(C(F)(F)F)c1)N1CCCC1 | 0 | 7 | -3 | -7 | -2 | 3.4 | 5 | -0.3 | 92 | -6
On1nnc2cc(C(F)(F)F)ccc21 | 3 | 2 | -1 | -4 | -8 | -0.5 | -3 | 0.2 | 100 | -2
CCC1CCCCN1S(=O)(=O)c1ccc2c(c1)CCN2C(C)=O (stereo not given) | -6 | -6 | 8 | -3 | 8 | 0.1 | -2 | -0.3 | 112 | 0
COc1ccc(-c2cc(C(F)(F)F)n3nc(C(=O)N4CCCCC4)cc3n2)cc1 | -3 | -3 | -5 | -5 | -4 | 4.3 | 3 | 0.8 | 98 | -8
COC(=O)N=Nc1c(O)n(Cc2ccccc2)c2ccccc12 | -4 | -1 | 3 | -7 | 0 | 0.1 | -3 | 0.0 | 94 | -8
Fc1ccccc1NC(=S)N/N=C/c1ccccc1Br | 1 | -9 | -4 | -4 | -2 | -1.3 | -1 | 1.1 | 95 | -6
CC1(C)CNC(=S)N1Cc1ccccc1 | 0 | 2 | -5 | -7 | -3 | -3.4 | -1 | 0.0 | 102 | 2
Cc1cc(C)c(S(=O)(=O)NCC2CCC(C(=O)NCCCN3CCC(C)CC3)CC2)c(C)c1 (stereo not given) | -3 | -3 | 2 | -2 | 9 | -0.1 | -1 | 0.2 | 101 | 3

Screening data deposited in PubChem by several laboratories.

Rows are unselected; overall some 3.1% were active at least once.
